Source: PubChem (Broad Institute)
DENV2 CPE = DENV2-induced cell death inhibition; DENV2-infected cells, cytopathic effect rescue, plate reader; CPE inhibition, % at 9.99 µM; 350,000 tested, 1.7% active; in the data active = CPE inhibition above about 20%, passing the limit was not always enough; inconclusive = no clear call, values can overlap the other calls; tested in BHK-21 cells;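 note: 0% = median of neutral control wells and 100% = median of positive control wells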
PAX8 reporter = lowers PAX8-driven luciferase in RMG-I cells. RMG-I TPO-luciferase reporter, SteadyGlo, 24 h. inhibition, % at 12.6 µM. 360,000 tested, 1.2% active. AID 652154;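 active = mean replicate inhibition at least 60% with every replicate also reaching 60%; inconclusive = only one of the two criteria is met; inactive = mean below 60% and not all replicates reaching 60%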;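 note: luciferase light reporting Pax8 driven TPO promoter activity; plate controls were median of neutral control wells for no effect and mitoxantrone controls for full effect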
EWS-Fli block = EWS/Fli transcriptional activity inhibition; A673 NR0B1-luciferase reporter, viability-normalised; AID 651661; 350,000 tested, 0.67% active; inhibition, % at 12.6 µM;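 active = mean inhibition of at least 50% after viability correction, with every replicate also passing that limit; inconclusive = mean reaches 50% but only one of two replicates passes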;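 note: firefly luciferase signal divided by Alamar Blue viability fluorescence both relative to DMSO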
GSIS activator = primary screen for activators of insulin secretion dependent on glucose, INS-1E cells, GLuc reporter luminescence. INS-1E GLuc reporter insulin secretion, 2-3 h. activation, % at 16.6 µM. 370,000 tested, 0.61% active;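 active = lowest replicate activation of at least 40%, so every replicate reaches that level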;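 note: 0% = median of neutral control wells and 100% = median of IBMX positive control wells; some compounds called inactive have numbers as strong as hits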
F508del corr = correctors of CFTR F508del function in bronchial epithelial cells. CFBE cells, YFP halide quenching; stimulated with forskolin plus potentiator P3; % fluorescence drop versus neutral controls. 350,000 tested, 0.36% active. AID 720511. activity (quench increase), % at 7.58 µM;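 active = mean added fluorescence quench of at least 8% versus neutral control, with both replicates also reaching 8%; inconclusive = only one of the mean or replicate conditions met; inactive = mean below 8% and not both replicates reaching 8%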;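 note: cells transiently co-express mutant CFTR-F508del with the halide-sensitive YFP; corrector assay measuring rescue of mutant channel to the surface after 24 h compound exposure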
miR122 inh = inhibitors of miR-122 in Huh7 cells; Huh7 miR-122 Renilla luciferase sensor, 48 h; neutral wells = 0, positive control = 100; activation (reporter increase), % at 12.5 µM; 340,000 tested, 0.3% active; AID 602342;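 active = mean replicate activation score at least 90 and every replicate individually at or above 90; inconclusive = only one of the two criteria met; inactive = neither criterion met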;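 note: higher luciferase means less miR-122 activity so hits act as miR-122 inhibitors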
FN deposition inh = fibronectin deposition inhibition; inhibition, % at 12.6 µM; 350,000 tested, 0.086% active; AH1F fibroblasts, Alexa488-fibronectin deposition fluorescence, overnight; AID 743247;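 active = mean inhibition across replicates of 30% or more, regardless of how many single replicates reach that level; inconclusive = mean under 30% yet at least half of replicates reach 30%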;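 note: positive control wells lacked labelled fibronectin entirely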
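Assay system: AH1F fibroblasts / Quantity: 10000 cells per well / Medium: DMEM plus 2% serum, read in PBS / Reagent: labelled fibronectin 24 nM / Dosing: single dose, pinned / Times: 1 h cell attachment, overnight exposure to compound and label / Signal: fluorescence, ex 485 nm, em 525 nm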
Starred values were filed as active, the others as inactive; ? = inconclusive; / = no result given; & = joins results of further samples; [ ] = remark or other dose.

SMILES | DENV2 CPE | PAX8 reporter | EWS-Fli block | GSIS activator | F508del corr | miR122 inh | FN deposition inh
CC(C)NC(=O)N(C)C[C@H]1Oc2ccc(NC(=O)Cc3ccccc3)cc2C(=O)N([C@@H](C)CO)C[C@H]1C | -10 | 1 | -4 | 18 | -0.5 | 3[16.7 µM] | /
Cc1ccc(S(=O)(=O)N2[C@H](CC(=O)c3ccccc3)OC[C@@H]2C(C)C)cc1 | -7 | -9 | -4 | / | 0.8 | / | -1
COc1cc(NS(=O)(=O)c2ccc(NC(=S)NC(=O)c3ccc(Br)cc3)cc2)ncn1 | -2 | -7 | 13 | -2 | 1.4 | / | -4
CC(C)(C)CN1C(N)=NC[C@@H]1c1ccccc1 | / | 5 | -1 | 22 | 1.7 | -5 | -2
COC(=O)c1cc(S(=O)(=O)N2CCN(c3ccc(C(C)=O)cc3)CC2)cn1C | -1 | -6 | 2 | 8 | -0.9 | 6 | -1
COc1ccc(/C=N/NC(=O)c2cccc(O)c2)cc1Cn1nc(C)c([N+](=O)[O-])c1C | 0 | 25 | 13 | / | 0.8 | / | 3
CC1(C)N=C(N)N=C(N)N1c1ccc(OCCCOc2ccccc2)c(Cl)c1 | 0 | 71* | 59* | -2 | 4.9 | -13 | 6
CCCOc1cccc(C(=O)NCCCNC(=O)c2cccnc2)c1 | ? | / | 0 | -9 | -2.4 | 1 | -1
C/C=C/c1ccc([C@H]2[C@@H](CO)N(CC3CCCC3)C23CN(S(=O)(=O)CC)C3)cc1 | 23* | / | 6 | 4 | -1.5 | / | -10
CCCCN(CCCC)CCCNC(=O)C1CC(c2ccc(C(F)(F)F)cc2)=NO1 (stereo not drawn) | -11 | 1 | 7 | -31 | -1.7 | 0 | 0
CNC[C@H]1Oc2ccc(NC(=O)Nc3ccc(OC)cc3)cc2C(=O)N([C@H](C)CO)C[C@@H]1C | 9 | -22 | -10 | / | 0.3 | 5[16.7 µM] | /
Cc1ccc([C@H]2C[C@@H](O)[C@H](n3cc(C4CC4)nn3)CN2Cc2cccs2)cc1 | 0 | -21 | -10 | -35 | 3.9 | 8 | 1
COc1cccc(CNC(=O)CCNS(=O)(=O)c2ccc3c(c2)CC(C)N3C(C)=O)c1 (stereo not drawn) | 1 | -6 | / | 6 | -1.5 | 44 | 1
COc1ccc2c3c([nH]c2c1)[C@H](CO)N(C(=O)CN(C)C)CC31CN(Cc2ccccc2)C1 | 6 | / | -15 | 14 | -2.3 | / | /
CC(=O)c1ccc(NC(=O)CC2Nc3cccc4cccc(c34)NC2=O)cc1 (stereo not drawn) | 0 | 5 | 0 | 4 | -2.7 | / | 10
CC[C@]12c3[nH]c4ccccc4c3CCN1C(=O)C(CC(=O)NC/C=C(\C)CCC=C(C)C)C[C@@H]2C(=O)N1CCN(C(=O)c2ccco2)CC1 (stereo partly drawn) | 0 | 28 | 12 | -28 | -0.2 | -9 | /
O=C(c1cc(COc2c(F)cccc2F)on1)N(Cc1ccccc1)CC1CC1 | -2 | -29 | -13 | -5 | 0.9 | -4 | 18
O=C(O)c1ccccc1C(=O)N(c1ccccc1)c1ccccc1 | 8 | 3 | 6 | -6 | -2.3 | / | -4
Cc1ccc(S(=O)(=O)N2CCOCC2)cc1NC(=O)Cn1cc(C(F)(F)F)cc(Cl)c1=O | / | 0 | / | -1 | / | -2 | -1
CN(C)S(=O)(=O)c1ccc(Cl)c(NC(=O)COC(=O)CC(NC(N)=O)c2ccc(Cl)cc2)c1 (stereo not drawn) | -4 | 11 | -2 | 0 | 0.6 | -2 | -5
COc1ccc([C@H]2N[C@]3(CCCN(Cc4ccccc4)C3=O)[C@H]3C(=O)N(C)C(=O)[C@@H]23)cc1 | 5 | 11 | -8 | 12 | -1.8 | 1 | 3
O=C(CNCc1ccc(Cl)cc1)N1CCc2ccccc2C1 | -3 | 3 | -3 | 20 | 0.2 | 1 | 7
Cc1ccc(S(=O)(=O)N2CCN(C(=O)Cn3c(=O)oc4ccccc43)CC2)c(C)c1 | -4 | 6 | 5 | 21 | 1.1 | -1 | 2
CC(C)c1ccc(CNc2nc(NCC3CC3)nc3ccsc23)cc1 | -2 | 24 | 25 | 14 | 5.7 | / | -1
COC(=O)c1sccc1NC(=S)N1CCCC(C)C1 (stereo not drawn) | / | 27 | / | / | / | 1 | -5
COc1ccc(C(=O)Nc2cccc(NC(C)=O)c2)cc1 | -6 | -20 | -27 | -1 | 3.9 | 0 | 0
COc1ccc(NC(=O)CSc2ccc(-c3cccs3)nn2)c(OC)c1 | -12 | 6 | 16 | -8 | 0.0 | 1 | 23
COc1ccccc1C(NC(=O)C1CCN(CCOc2ccc(Cl)cc2)CC1)c1ccccn1 (stereo not drawn) | ? | 14 | -9 | -30 | -0.3 | 0 | -1
CCCCCC(=O)N1C[C@H](O)[C@@H](n2cc(C3CC3)nn2)C[C@@H]1c1ccc(OC)cc1 | 9 | 16 | 3 | 1 | 0.7 | -2 | 2
CCN(CC)CCOc1ccc2c(c1)C(=NO)c1cc(OCCN(CC)CC)ccc1-2 | / | / | / | 8 | / | -12 | 14
CCCc1ncc(C(O)c2cccc3ccccc23)n1C (stereo not drawn) | / | -4 | / | / | / | -4 | -1
O=C(COC(=O)c1ccc(O)cc1)Nc1cc(C(F)(F)F)ccc1N1CCOCC1 | 2 | -7 | -6 | -7 | 2.3 | 0 | -1
O=C(C[C@@H]1CC[C@@H]2NC[C@H](O)COC[C@H]2O1)NCCN1CCCCC1 | -1 | -18 | 3 | 16 | -1.9 | -6[16.7 µM] | -10
CC(=O)Nc1ccc(S(=O)(=O)N2c3ccccc3NC(=O)CC2C)c(Cl)c1 (stereo not drawn) | -1 | 7 | 6 | 9 | 0.1 | 7 | -11
O=C(O)CC(NC(=O)C12CC3CC(CC(C3)C1)C2)c1ccc(F)cc1 (stereo not drawn) | 2 | -21 | 8 | 7 | -0.6 | -4 | 0
CCc1ccc(/C=C2\Oc3cc(OS(C)(=O)=O)ccc3C2=O)cc1 | 5 | -13 | 0 | 2 | -2.3 | / | 9
CCN(c1ccc(OC)cc1)S(=O)(=O)c1cc(-c2cc(C)no2)ccc1C(C)C | -2 | 34 | 13 | 6 | 3.9 | 1 | 8
CCOc1cc2c(cc1OC)C(NC(=O)c1ccco1)CC2=O (stereo not drawn) | -3 | -29 | 2 | 11 | -2.7 | -3 | -3
COc1ccc(N2CCN(S(=O)(=O)CCNC(=O)COc3ccccc3OC)CC2)cc1 | 4 | 21 | 1 | -1 | -0.4 | -9 | -17
O=C(CSc1nnc(-c2ccc(Br)cc2)o1)Nc1cccc2ccccc12 | -8 | / | -29 | -1 | -1.5 | 26 | /
CCn1c(CNc2ccccc2Cl)nnc1SCCN1CCCCC1 | / | 5 | / | / | / | -1 | -10
CC(=O)N1CC(=O)N2[C@H](CO)[C@H](c3ccc(-c4ccncc4)cc3)[C@@H]2C1 | -2 | -35 | 5 | 8 | 0.0 | / | /
Cc1cc(C)c(O)c(-c2cc(C(=O)Nc3cccnc3)[nH]n2)c1 | 0 | -54 | -40 | -18 | -1.6 | / | -19
CSc1ccc(S(=O)(=O)N2CCC(C(=O)Nc3ccccc3C(F)(F)F)CC2)cc1 | -2 | 6 | 8 | -5 | 1.8 | 2 | -2
COc1ccc(C2CC(=O)Oc3cc(C)c(Cl)cc32)cc1 (stereo not drawn) | -10 | 15 | 3 | 10 | -0.8 | -5 | 0
N#Cc1cccnc1Nc1ccc(Cl)cc1 | -4 | 3 | 13 | 34 | 0.4 | 12 | 7
CO[C@@H]1CN(C)C(=O)c2cc(NC(=O)Nc3cc(F)ccc3F)ccc2OC[C@H](C)N(C(=O)c2ccccn2)C[C@@H]1C | 6&-7 | 6&10 | 12&-1 | 12&-20 | -4.0&1.4 | / | -5&-8&21
COc1cccc(NC(=O)C(=O)NCc2ccncc2)c1 | / | -66 | / | 12 | / | 1 | -10
COc1ccc(NC(=O)CSc2nnc(Cc3cccn3C)n2-c2ccc(F)cc2)cc1 | -3 | -10 | -15 | -4 | 2.3 | / | -1
Cc1ccccc1CSCCNC(=O)CCSc1ccccc1 | / | / | / | -21 | / | -6 | -6
COc1ccc(NC(=O)N(C)C[C@@H]2OCCCC[C@@H](C)Oc3ccc(NC(=O)c4ccccc4)cc3C(=O)N([C@H](C)CO)C[C@H]2C)cc1 | -13 | -16 | -9 | -23 | 2.3 | 9[16.7 µM] | -4
CCc1ccc(CN2C(=O)c3ccccc3C2C(=O)NCC2CCCO2)cc1 (stereo not drawn) | -3 | 18 | -7 | 10 | -2.5 | -1 | 1
N#Cc1ccc(-c2ccc3c(c2)[C@H]2[C@H](CCN2C(=O)c2ccccc2F)[C@@H](CO)N3)cc1 | -1 | 2 | 17 | 10 | 0.3 | 0[16.7 µM] | 2
Cc1ccc(-n2c(=O)c3ccccc3n(CC(=O)C(C)(C)C)c2=O)cc1 | -2 | 2 | -5 | 15 | -0.9 | -2 | 1
CCCCCC1CC(CC#CCN2CCOCC2)C(=O)O1 (stereo not drawn) | / | / | / | -2 | / | -1 | 3
C[C@H](NC(=O)N(C)C[C@@H]1OCc2ccccc2-c2c(n(C)c3ccccc23)C(=O)N([C@H](C)CO)C[C@@H]1C)c1ccccc1 | ? | -8 | 6 | -3 | 0.3 | / | -6
Cc1ccccc1CNC(=O)C1CCC(=O)N(CC2CCCCC2)C1 (stereo not drawn) | -8 | 9 | / | 12 | -0.7 | -7 | /
CCCCNC(=O)c1c(N)[nH]c(C(=O)c2ccccc2)c1-c1ccccn1 | 4 | -1 | 1 | -10 | 0.5 | / | 5
O=C(NCC1CC1)[C@H]1[C@H](CO)[C@H]2Cn3c(ccc(/C=C/c4ccccc4)c3=O)[C@@H]1N2C(=O)C1CC1 | 4 | / | -2 | -10 | -0.5 | 0[16.7 µM] | /
O=C(CN1CCN(c2ccc(O)cc2)CC1)NC(=O)NCc1ccco1 | 3 | 9 | 10 | 5 | / | 4 | 0

An excerpt of the results above:
SMILES | DENV2 CPE | PAX8 reporter | EWS-Fli block | GSIS activator | F508del corr | miR122 inh | FN deposition inh
Cc1ccccc1CNC(=O)C1CCC(=O)N(CC2CCCCC2)C1 (stereo not drawn) | -8 | 9 | / | 12 | -0.7 | -7 | /
CCCCNC(=O)c1c(N)[nH]c(C(=O)c2ccccc2)c1-c1ccccn1 | 4 | -1 | 1 | -10 | 0.5 | / | 5
O=C(NCC1CC1)[C@H]1[C@H](CO)[C@H]2Cn3c(ccc(/C=C/c4ccccc4)c3=O)[C@@H]1N2C(=O)C1CC1 | 4 | / | -2 | -10 | -0.5 | 0[16.7 µM] | /
O=C(CN1CCN(c2ccc(O)cc2)CC1)NC(=O)NCc1ccco1 | 3 | 9 | 10 | 5 | / | 4 | 0

Next part.
SMILES | DENV2 CPE | PAX8 reporter | EWS-Fli block | GSIS activator | F508del corr | miR122 inh | FN deposition inh
Cn1c(CNC(=O)OC(C)(C)C)nnc1SCC(=O)N1CCOCC1 | 1 | 12 | 5 | 3 | -3.0 | / | 0
O=C(NNC(=O)[C@@H]1CCCC[C@@H]1C(=O)O)Nc1ccccc1 | 4 | 6 | -5 | 2 | / | / | 3
C[C@@H]1CN([C@@H](C)CO)C(=O)CCCn2nncc2CO[C@H]1CN(C)C(=O)c1cc(-c2ccccc2)on1 | -6&7 | 1&3 | -1&-10 | 1&1 | -0.3&-0.2 | -7 | 8&3
CC(=O)N1[C@@H]2c3ccc(-c4ccccc4)c(=O)n3C[C@@H]2[C@@H](CO)[C@@H]1C(=O)N(C)C | -6 | -10 | -5 | 5 | 3.3 | -2[16.7 µM] | /
